# Screening data: PubChem, Emory University Molecular Libraries Screening Center
# 14-3-3g Raf – modulators of human 14-3-3 gamma - Raf peptide interaction; P61981; FP, 14-3-3gamma / TMR-pS259-Raf peptide binding; hit rate 0.19% among 160,000; inhibition, % at 40 µM; AID 422; in the data active = inhibition above about 30%;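 also: 0% = protein plus tracer without compound and 100% = blank with tracer alone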
# Target sequence (P61981 whole entry, looked up): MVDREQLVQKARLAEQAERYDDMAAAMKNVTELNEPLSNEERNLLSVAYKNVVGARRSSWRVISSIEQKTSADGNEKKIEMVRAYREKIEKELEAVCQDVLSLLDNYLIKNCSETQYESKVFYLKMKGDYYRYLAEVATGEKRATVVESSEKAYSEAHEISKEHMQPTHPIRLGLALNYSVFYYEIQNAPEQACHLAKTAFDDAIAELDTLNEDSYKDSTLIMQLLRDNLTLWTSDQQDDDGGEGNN
# * = called active by the depositor; & = joins results of further samples.
SMILES,14-3-3g Raf
CCOc1cccc2c1OC1(C)CC2NC(=O)N1c1cccc(C(=O)N2CCN(c3ccccn3)CC2)c1 (configuration not stated),0
O=C(Nc1ccc(Cl)cn1)Nc1ccccc1Cl,2
C=CCn1c(CCNC(=O)c2ccc(OC)c(OC)c2)nc2ccccc21,-14
CCCn1c(CCC(=O)O)ccc1-c1ccc(F)cc1,-20
c1ccc(CCNc2nc3ccccc3n3nnnc23)cc1,-30
O=C(O)CCCNS(=O)(=O)c1ccc(Oc2ccccc2Cl)cc1,2
O=C1NCCCC1C(=O)N1CCN(C(c2ccccc2)c2ccccc2)CC1 (configuration not stated),-2&-8
COc1ccc(Cl)cc1NC(=O)CCN1C(=O)C2C3C=CC(C3)C2C1=O (configuration not stated),1
COc1cc(NS(=O)(=O)c2ccc(NC(=O)c3cccc(I)c3)cc2)nc(OC)n1,-3
CC1Cc2cc(C3(O)C(=O)c4ccccc4C3=O)ccc2N1 (configuration not stated),-6
N#CC1(C#N)C(c2ccccc2)C(C(=O)c2ccsc2)N2c3ccc(Cl)cc3C=CC21 (configuration not stated),-143
COc1ccc(-n2nc3cc(C)c(NC(=O)C(C)C)cc3n2)cc1,-8&-14
COC(=O)c1[nH]c2ccccc2c1NC(=O)CN1CCN(C/C=C/c2ccccc2)CC1,-1
CCOC(=O)C(=O)Nc1ccc(C(C)(C)C)cc1,-4
CCN1CCCC1CNC(=O)c1ccc(N2CCCC2=O)cc1 (configuration not stated),-10&-6
O=C(Cc1ccc(Br)cc1)c1ccc(O)cc1O,-1
CCOc1ccccc1C(=O)N1CCN(c2ccccc2F)CC1,-4
COc1ccc(OC)c(S(=O)(=O)N2CCC(C(=O)NCc3ccccc3OC)CC2)c1,-7
O=[N+]([O-])c1cc(S(=O)(=O)CCCN2CCOCC2)ccc1F,-5
CCc1ccc2oc(-c3ccc(NC(=O)c4cccc([N+](=O)[O-])c4C)cc3)nc2c1,-59
CCN(CC)S(=O)(=O)c1ccc2oc(C(=O)NCc3ccc(C)cc3)c(C)c2c1,5
CCOc1ccc(-c2nc3ccc(C(=O)O)cc3nc2-c2ccc(OCC)cc2)cc1,0
COc1ccc(-c2nc(CS(=O)CC(=O)NCc3ccco3)c(C)o2)cc1 (configuration not stated),-5
CN(CCc1ccccn1)C(=O)Cn1ccc2ccccc2c1=O,11
COC(=O)c1[nH]c2ccc(C)cc2c1NC(=O)CN1CCCc2ccccc21,-15
COc1ccc(C2C(C(=O)OCC(C)C)=C(C)NC3=C2C(=O)CC(c2ccc(Cl)cc2)C3)cc1 (configuration not stated),2
CC1CCCCC1NC(=O)c1cccc(NS(=O)(=O)c2ccc(Br)cc2)c1 (configuration not stated),-2
CCCOc1ccc(C2NC(=O)NC(C)=C2C(=O)OCCSC)cc1 (configuration not stated),1
CC1CN(c2cc3nccnc3cc2F)CC(C)O1 (configuration not stated),-3
CCOC(=O)C1=C(c2ccccc2)NC(=S)NC1c1cc(OC)ccc1OC (configuration not stated),-9
CSCCC(NS(=O)(=O)c1cccs1)C(=O)Nc1ccc(F)cc1 (configuration not stated),-2
CCOc1cc(C2C(C(=O)N3CCOCC3)=C(C)NC3=C2C(=O)CC(C)(C)C3)cc([N+](=O)[O-])c1O (configuration not stated),-7
Cc1ccc(S(=O)(=O)CCC(=O)NCCc2cccc(C)c2)cc1,-9
Cc1ccc(NC(=O)c2sc3nc(-c4ccncc4)ccc3c2N)cc1Cl,-4
O=c1[nH]c(NCCO)nc2sc3c(c12)CCCC3,-2
O=c1[nH]c(N2CCc3ccccc3C2)nc2c1CCCC2,0
CCc1ccc(-n2c(C)nc3cc(C(=O)NCCc4ccccc4)ccc32)cc1,-140
CCOc1ccccc1NC(=O)c1ccco1,-1
Cc1ccccc1CSc1nnc(-c2cccnc2)n1N,-1
Cc1ccc(-c2cn(-c3ccccc3F)c(=S)[nH]2)cc1,0

# In a second layout: 6 of the compounds above.
SMILES | 14-3-3g Raf
Cc1ccc(S(=O)(=O)CCC(=O)NCCc2cccc(C)c2)cc1 | -9
Cc1ccc(NC(=O)c2sc3nc(-c4ccncc4)ccc3c2N)cc1Cl | -4
O=c1[nH]c(NCCO)nc2sc3c(c12)CCCC3 | -2
O=c1[nH]c(N2CCc3ccccc3C2)nc2c1CCCC2 | 0
CCc1ccc(-n2c(C)nc3cc(C(=O)NCCc4ccccc4)ccc32)cc1 | -140
CCOc1ccccc1NC(=O)c1ccco1 | -1

# Remaining list, next part:
SMILES,14-3-3g Raf
CCCCCn1c(=O)[nH]c2cc(C(=O)NCCCN3CCCCC3)ccc2c1=O,-2
Cc1cc(N2C(=O)C(O)=C(C(=O)c3ccco3)C2c2cccnc2)no1 (configuration not stated),-6
CCOC(=O)C1CCCN(C2CC(=O)N(c3ccc(OC)cc3)C2=O)C1 (configuration not stated),-1
CCOc1ccc(C(=O)Nc2c3c(nn2-c2ccc(Cl)cc2)CS(=O)(=O)C3)cc1OCC,-9
O=C(Nc1nc2ccc(S(=O)(=O)N3CCCC3)cc2s1)C1CCCO1 (configuration not stated),-4
O=C(c1ccc(Cl)cc1)N1CCC(C(=O)N2CCC(Cc3ccccc3)CC2)CC1,5
Cc1cc(C)n2nc3nc(N4CCCC4)nc(-c4ccccc4)c3c2n1,-9
COc1cc(Cn2cnnn2)ccc1O,-9
Cc1ccc(NC(=O)CN(C)S(=O)(=O)c2cccc3nsnc23)cc1C,-13
O=C(NCCCN1CCOCC1)c1cc2ccccc2o1,6

# Overlap with the part before: six compounds, then new ones.
SMILES,14-3-3g Raf
O=C(Nc1nc2ccc(S(=O)(=O)N3CCCC3)cc2s1)C1CCCO1 (configuration not stated),-4
O=C(c1ccc(Cl)cc1)N1CCC(C(=O)N2CCC(Cc3ccccc3)CC2)CC1,5
Cc1cc(C)n2nc3nc(N4CCCC4)nc(-c4ccccc4)c3c2n1,-9
COc1cc(Cn2cnnn2)ccc1O,-9
Cc1ccc(NC(=O)CN(C)S(=O)(=O)c2cccc3nsnc23)cc1C,-13
O=C(NCCCN1CCOCC1)c1cc2ccccc2o1,6
O=C(Nc1ccccc1)NC1CCN(Cc2nnnn2C2CCCCC2)CC1,-2
CC1=C(C(=O)OCCOc2ccccc2)C(c2ccccc2OC(C)C)C2=C(CCCC2=O)N1 (configuration not stated),1
Cc1cc2ncn(C(=O)N3CCOCC3)c2cc1C,1
Cc1cc(=O)[nH]c(SCC(=O)OC2CC(C)CCC2C(C)C)n1 (configuration not stated),4
CCOc1ccc(S(=O)(=O)N(CC(=O)Nc2ccc(F)cc2)c2ccccc2)cc1,-6
CC(=O)Nc1c(O)nc(SCC(=O)N2CCCCC2)[nH]c1=O,-2
O=c1c(-c2ccccc2)coc2c(CN3CCOCC3)c(O)ccc12,4
Cc1cc(-c2nnc(SCC(=O)NC3CCCC3)o2)no1,0
CSc1nc2ccc(S(=O)(=O)NCCOc3ccc(Cl)cc3)cc2s1,-1
COc1ccc(-c2noc(CCC(=O)NCCC(C)C)n2)cc1,0
CCCCn1c(SCC(=O)Nc2ccc(F)cc2)nc2ccc(N3CCOCC3)cc2c1=O,-7
CCOc1ccccc1NC(=O)N1C2CCCC1CC(NC(=O)C1CC1)C2 (configuration not stated),0
CCCCCn1c(=O)[nH]c2cc(C(=O)N3CCC(Cc4ccccc4)CC3)ccc2c1=O,-5
CNC(=O)C1CCC(=O)N1Cc1ccc(C)cc1 (configuration not stated),4&7
CCN(CC)CCCC(C)Nc1ccnc2ccc([N+](=O)[O-])cc12 (configuration not stated),-17
O=C(c1ccc(N2C(=O)c3ccccc3C2=O)cc1)N1CCCCC1,-5
O=C(Cn1ccc2ccccc2c1=O)NCC(=O)Nc1ccccc1F,0
CCOC(=O)c1c(NC(=O)C2CCCCC2C(=O)O)sc(C)c1-c1ccc(Cl)cc1 (configuration not stated),-6
Cc1cccc(-n2ccnc2SCC(=O)Nc2cc(C(F)(F)F)ccc2Cl)c1,-7
CCOC(=O)CN1C(=O)C(CC)Oc2ccc(Cl)cc21 (configuration not stated),-4&-21
Cc1c(C(=O)O)sc2ncn(CC(=O)Nc3ccc(C(C)C)cc3)c(=O)c12,1
CC(=O)Nc1ccc(S(=O)(=O)N2CCSC2c2ccccc2Cl)cc1 (configuration not stated),-7
O=C(NCc1ccc2[nH]c3c(c2c1)CCCC3)N1CCOCC1,-2
O=C(c1ccc(CS(=O)c2ccccc2)o1)N1CCCCC1 (configuration not stated),-13
COc1ccc(N2C(=O)CCC(C(=O)N3CCN(C)CC3)C2c2ccc(OC)c(OC)c2)cc1 (configuration not stated),4
CN(C)/C=N/c1c(C#N)cnn1-c1ncnc2sc(-c3ccccc3)cc12,-4
Cc1ccc(C)c(N2C(=O)CC(Cc3ccc(Cl)cc3)C2=O)c1 (configuration not stated),-4
Cc1ccc(N2CCN(S(=O)(=O)c3c(C)n[nH]c3C)CC2C)cc1 (configuration not stated),3
CCN(CC)S(=O)(=O)c1cc(C(=O)Nc2ccncc2)ccc1Cl,2
CCOc1ccc(C(=O)Oc2c(S(=O)(=O)c3ccccc3)c(C)nn2-c2ccccc2)cc1,0
CCOC(=O)CC(=O)CSc1nc(C)nc2c1oc1ccccc12,-5
COc1cc(-n2c(=O)c3ccccc3n(CC(=O)c3cccc([N+](=O)[O-])c3)c2=O)cc(OC)c1OC,-2
O=C(Nc1ccc2c(c1)OCO2)c1nn(-c2ccccc2)c(=O)c2ccccc12,2
O=C(NCc1ccco1)c1cc2ccccc2c(=O)o1,-9&-13
Fc1ccc(C2C=C(c3ccc(Cl)s3)Nc3nc4ccccc4n32)cc1 (configuration not stated),-40
O=C(Nc1cc([N+](=O)[O-])cc2oc(-c3ccccc3)cc12)c1ccc2c(c1)OCO2,-141
COc1cccc(-c2cc(C(=O)NCCc3ccccc3)no2)c1,-2
C=CCOC(=O)C1=C(C)OC(N)=C(C#N)C1c1ccccc1F (configuration not stated),-2
CCCCNC(=O)C1C2C(=O)N(Cc3ccccc3)CC23C=CC1(C)O3 (configuration not stated),-3
O=C1C2C3CC(C(Br)C3Br)C2C(=O)N1CC1CCCO1 (configuration not stated),0
CCOC(=O)c1c(C)n(-c2ccccc2)c2ccc(OC(=O)c3cccc(F)c3)cc12,-3
CCOC(=O)c1ccn(-c2nc(-c3ccco3)cc(C(F)(F)F)n2)n1,-8
O=c1oc(-c2ccc([N+](=O)[O-])cc2Cl)nc2cc(Cl)ccc12,1
O=C(O)c1nn2c(C(F)(F)F)cc(-c3ccc(Br)cc3)nc2c1Cl,-8
CNC(=O)c1cc2c(=O)n3cc(C)ccc3nc2n(C(C)C)c1=N,-3
COc1cccc(C(=O)NCCc2cc3c(OC)ccc(OC)c3[nH]c2=O)c1OC,1
COc1ccc(-c2nc(SCC(=O)Nc3ccc4c(c3)OCO4)c3c(=O)n(C)c(=O)n(C)c3n2)cc1,-15
CSc1nc2ccc(S(=O)(=O)N3CCc4ccccc43)cc2s1,-9
O=[N+]([O-])c1ccc(-c2ccncc2)cc1,-6
COCCNC(=O)C(=O)Nc1cc(C)ccc1OC,-1

# Other entries follow:
SMILES,14-3-3g Raf
O=C(Nc1ccncc1)c1cc2ccccc2o1,-3
Cc1ccc(NC(=O)c2cc3ccc(O)cc3oc2=N)cc1,-42
COc1ccc(C2C(C(C)=O)=C(O)C(=O)N2c2cccnc2)c(OC)c1 (configuration not stated),3
CC(=O)Nc1ccc(NC(=O)CSc2nnc(C)s2)cc1,-4
O=S(=O)(NCCN1CCOCC1)c1cccc2nsnc12,-6
COc1ccc(C2CN(C)C3(C(=O)N(Cc4ccccc4C)c4ccccc43)C2C(=O)c2ccccc2)cc1 (configuration not stated),-22
Cc1ccccc1Nc1sc(C(=O)c2ccccc2)c(N)c1C(N)=O,-10
O=C(CCS(=O)(=O)c1cccc2nonc12)NCc1ccccc1,-6
Cn1nnc2cc(C(=O)N3CCCCCC3)ccc21,-7
COc1ccccc1C(=O)N1CC(=O)Nc2ccc(Cl)cc2C1c1ccccc1 (configuration not stated),-6
Cc1oc2ccc(NS(=O)(=O)c3ccc4ccccc4c3)cc2c1C(=O)O,-19
CCC(C)NC(=O)c1cnn2c1NC(c1cccs1)CC2C(F)(F)F (configuration not stated),-11
Cc1cc(NS(=O)(=O)c2ccc(NC(=O)c3ccc(Br)cc3)cc2)nc(C)n1,-6
COc1ccc(Br)cc1C(=O)Nc1cccc(NC(=O)c2cccc(Cl)c2)c1,-7
Cc1cc(C)nc(SCc2ccccc2C#N)n1,-6
O=c1[nH]c2ccccc2nc1Cc1ccccc1Cl,2
Cc1ccc(C(c2ccc(C)o2)c2ccc(-c3ccccc3)o2)o1,0
CCCNc1cc(=O)n(C)c(=O)n1C,1
Cc1cccnc1NC(=O)C(C)Oc1ccccc1 (configuration not stated),-4
CCOc1cc(C2C3=C(CCCC3=O)N(CC(=O)O)C3=C2C(=O)CCC3)cc(Cl)c1OCc1ccccc1,5
COc1ccc(-c2c(C(F)(F)F)oc3cc(O)ccc3c2=O)cc1OC,2
Cc1cc(Nc2ccc(Br)cc2)n2nc(C)nc2n1,0
CC1CCC(NC(=O)C(Cc2ccccc2)NC(=O)C2CCCCC2)CC1 (configuration not stated),0
COc1ccc(Nc2ncc(C(=O)NCC3COc4ccccc4O3)c3ccccc23)cc1 (configuration not stated),-12
c1ccc(CSc2nnc(-c3c[nH]c4ccccc34)o2)cc1,5
Cc1c2c(n3c(nc4ccccc43)c1C#N)N(Cc1ccccn1)CC2,1
COc1ccc(-c2cc(C(F)(F)F)nc(N3CCCC3)n2)cc1,-1
O=c1ccc(Br)c[nH]1,4
CN(C(=O)c1cnc2n(c1=O)CCS2)c1ccccc1,-11
O=C(c1cnn2c(C(F)F)cc(-c3ccccc3)nc12)N1CCSCC1,1
Cc1cccc(C(c2c[nH]c3ccccc23)c2c[nH]c3ccccc23)c1O,-1
COc1ccccc1C(=O)c1nc2ccccc2n1C,-4
CCOC(=O)C1C(=O)C=C(c2ccc(OC)cc2)CC1c1ccc(F)cc1 (configuration not stated),3
CCn1ncc(C2=NOC(C(=O)Nc3cccc(C(C)=O)c3)C2)c1C (configuration not stated),1
COc1cc2c(C(=O)Nc3ccc(F)cc3)cn(CC(C)C)c(=O)c2cc1OC,-3

# Some of the compounds tested; rates above refer to the full screens.
